Mm-Cpn inhibitor – M. maripaludis TRiC chaperonin inhibition; AID 504842; Potency, µM (titrated, usually from 76.9 µM), inactives show at the top dose activity, negative = inhibition, usual class: inhibitors; hit rate 0.031% among 330,000; purified Mm-Cpn ATPase, ADP Transcreener TR-FRET; further: potency means the concentration at half of the fitted maximal effect; on the % scale 0 is the no-effect control and ±100 the full control effect; nearly all actives have a fitted effect of over 80% in size
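25 nM Mm-CPN + cpd, 10 min 37°C; + 10 uM ATP, 30 min 37°C; buffer 30 mM Tris pH 7.4, 100 mM KCl, 5 mM MgCl2, 1 mM DTT; Transcreener ADP HTRF detection 30 min RT.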
EPAC2 antag – antagonists of human EPAC2; Q8WZA2; Potency, µM (doses to about 114 µM), for the others: top-dose activity, negative = inhibition, most hits filed as inhibitors; hit rate 0.18% among 360,000; EPAC2 GEF exchange of Rap1B-BODIPY-GDP, fluorescence; further: potency means the concentration at half of the fitted maximal effect; on the % scale 0 is the no-effect control and ±100 the full control effect; nearly all actives have a fitted effect of over 45% in size; many of its hits are not listed in these tables
D3 antag – D3 dopamine receptor (human) antagonism. max response, negative = inhibition, %. D3R cells, DiscoveRx beta-arrestin luminescence, antagonist mode; hits give low values. AID 652054. hit rate 2.5% among 360,000; in the data active means max response below about -50%; inconclusive means no clear call, values can overlap the other calls; further: on the % scale 0 is the no-effect control and ±100 the full control effect; mostly tested at two doses, the higher about 12 µM
Target sequence (P35462 whole entry, looked up): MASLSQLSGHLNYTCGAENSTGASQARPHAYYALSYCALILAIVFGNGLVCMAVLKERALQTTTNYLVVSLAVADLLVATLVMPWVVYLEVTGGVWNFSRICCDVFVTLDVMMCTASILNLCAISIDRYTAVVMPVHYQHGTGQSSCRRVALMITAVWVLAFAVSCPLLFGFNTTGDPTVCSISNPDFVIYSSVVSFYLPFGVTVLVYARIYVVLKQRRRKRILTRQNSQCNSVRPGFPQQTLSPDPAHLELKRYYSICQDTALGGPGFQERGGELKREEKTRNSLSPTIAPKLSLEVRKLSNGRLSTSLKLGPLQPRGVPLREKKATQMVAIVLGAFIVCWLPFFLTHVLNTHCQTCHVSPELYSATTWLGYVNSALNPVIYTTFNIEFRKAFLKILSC
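Cells plated overnight at 1500 cells/well, then exposed to library compounds with dopamine controls for 90 minutes at 37 degrees C. DiscoveRx reagent added for 30–60 minutes at room temperature; luminescence read, quantitative HTS format.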
CCT chaperon mod – cytosolic chaperonin activity modulation; activity change, % (concentration not given with the values), hits read low; purified chaperonin ATPase assay, HTRF ADP detection, 30 min; AID 651819; hit rate 0.3% among 360,000; in the data active means activity change below about -30%; further: on the % scale 0 is the no-effect control and ±100 the full control effect
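Enzyme 40 or 20 nM (batch-dependent) in Tris pH 7.4/KCl/MgCl2/DTT; cpd 76 uM single point; ATP 10 uM; 30 min 37 °C; Transcreener ADP HTRF detection, 30 min RT; ratio 665/615.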
EPAC2 agonist – agonists of human EPAC2 (RAPGEF4). Potency, µM (top dose mostly 154 µM), for the others: top-dose activation, most hits filed as activators. hit rate 0.079% among 360,000. EPAC2 activation, biochemical qHTS; response scale: 100% = 6.5 mM cAMP response; further: potency means the concentration at half of the fitted maximal effect; nearly all actives have a fitted effect of over 50% in size
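Nucleotide exchange monitored as fluorescence drop when BODIPY-GDP leaves Rap1B. Reaction: 100 nM EPAC2, 250 nM RAP1B-BODIPY-GDP, 50 uM GDP, room temperature, kinetic read over 30 min. Activity expressed relative to 6.5 mM cAMP.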
Akt phos inh – inhibitors of Akt phosphorylation; hit rate 0.32% among 360,000; activity change, % for hits at 50 µM; Neuro2A IGF-stimulated pAkt S473 HTRF, 20 min; hits give low values; in the data active means activity change below about -80%; inconclusive means mostly about -51% to -80%; further: on the % scale 0 is the no-effect control and ±100 the full control effect
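Neuro2A cells in DMEM with 0.5% FBS, overnight at 37 deg C, given compound at single 50 µM final, then IGF (6 nM final) for 20 min at 37 deg C. Lysed; phospho-Akt Ser473 by HTRF after 24 h, 665/615 ratio.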
PTHR1 agonist – activates the human parathyroid hormone receptor PTHR1; AID 743266; HEK293 GP2 PTHR1 cells, GloSensor cAMP luminescence, 1 h; Q03431; Potency, µM (series often up to 115 µM), inactives show top-dose activation, usual class: activators; hit rate 0.075% among 410,000; further: potency means the concentration at half of the fitted maximal effect; nearly all actives have a fitted effect of over 55% in size; some results filed as inactive show a strong effect at the top dose; inactives centre near -15; many of its hits are not listed in these tables
Target sequence (Q03431 whole entry, looked up): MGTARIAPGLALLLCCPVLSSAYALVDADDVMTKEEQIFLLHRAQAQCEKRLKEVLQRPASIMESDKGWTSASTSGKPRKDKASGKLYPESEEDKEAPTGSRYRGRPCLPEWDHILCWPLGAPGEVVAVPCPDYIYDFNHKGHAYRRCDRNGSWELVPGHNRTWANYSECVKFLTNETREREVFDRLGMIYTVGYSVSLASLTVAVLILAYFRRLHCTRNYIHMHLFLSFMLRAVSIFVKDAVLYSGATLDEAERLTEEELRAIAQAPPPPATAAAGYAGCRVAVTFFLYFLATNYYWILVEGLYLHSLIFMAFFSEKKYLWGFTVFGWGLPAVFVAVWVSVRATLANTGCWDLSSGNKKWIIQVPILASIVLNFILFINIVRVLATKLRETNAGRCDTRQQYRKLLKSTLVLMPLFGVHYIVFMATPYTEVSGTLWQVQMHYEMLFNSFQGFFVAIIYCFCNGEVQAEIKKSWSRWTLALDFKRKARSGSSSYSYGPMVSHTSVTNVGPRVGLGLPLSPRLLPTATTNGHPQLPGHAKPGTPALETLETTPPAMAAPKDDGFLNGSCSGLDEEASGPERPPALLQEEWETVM
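HEK-293-derived GP2 cells expressing PTHR1 and a GloSensor cAMP reporter, 3,000/well, plated overnight, given luciferin plus IBMX (each 0.5 mM as added) for 1 h at 37 °C, then compound for 1 h at 37 °C. Luminescence was read after 15 min at room temperature.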
DRD3 agonist – D3 dopamine receptor (human) agonism; P35462; D3R DiscoveRx beta-arrestin cells, luminescence, 90 min; max activation, %; hit rate 0.58% among 410,000; in the data active means max activation above about 30%; further: 0% is about no effect; mostly tested at two doses, the higher about 12 µM
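Agonist-mode cell screen: cells plated at 1500/well and incubated overnight at 37 °C, then exposed to library compounds for 90 min at 37 °C. Detection reagent was added for 30–60 min at room temperature, and luminescence was read.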
Active calls of the source: *; i = inactive; ? = inconclusive; · = not tested or not shown; [ ] = another dose, or the depositor's remark. Unless noted, the call rests on the fitted dose curve; in most records, active means well fitted curve in the direction sought with a large enough effect; inconclusive means small, poorly fitted or top-dose-only effect, or another doubt; inactive means no such curve, though single readings can be large; an effect the other way counts as inactive or inconclusive.

smiles	Mm-Cpn inhibitor	EPAC2 antag	D3 antag	CCT chaperon mod	EPAC2 agonist	Akt phos inh	PTHR1 agonist	DRD3 agonist
O=[N+]([O-])c1cc(-c2ccc(C(=S)N3CCOCC3)o2)ccc1Cl	-4%	-4%	1	0.0	10%	i	-23%	-7
CN(C)c1ccc(C(C(=O)NC2CCCCC2)N(Cc2ccco2)C(=O)c2snc(C(N)=O)c2N)cc1 (configuration not stated)	2%	-21%	21	-1.0	6%	i	-3%	7
COc1ccccc1C(=O)NC(=O)COC(=O)c1ccc(NC(=O)CC#N)cc1	0%	-6%	10	1.2	0%	i	i	-8
O=C(Nc1ccc(Cl)cc1N1CCOCC1)C1CC1	1%	2%	-19	-3.9	15%	i	?	-4
CN(Cc1ccccc1)CC(O)COc1ccc(CNCCc2cccnc2)cc1 (configuration not stated)	1%	-5%	-7	0.5	1%	i	-3%	-10
O=C1C(Oc2ccccc2)C(c2cccs2)N1Cc1ccc2c(c1)OCO2 (configuration not stated)	0%	-2%	-7	2.2	15%	i	i	4
CC(=O)c1ccc(NC(=O)CSc2nc(=O)n(CCN3CCOCC3)c3c2CCC3)cc1	-1%	0%	-3	-0.8	-3%	i	i	-2
O=c1c2c3c(sc2nc2n1CCC2)CCCC3	2%	3%	13	1.0	0%	i	-40%[inhibitor]	3
COc1cc(C(=O)OCC(C)=O)c([N+](=O)[O-])cc1OC	-5%	-5%	9	-2.6	2%	i	i	5
O=C(N/C(=C/c1ccc(Br)cc1)C(=O)N1CCCCC1)c1ccccc1F	?	7%	-57*	-0.9	3%	i	-11%	-20
CCCc1ncc(CN2CCCCC2C(=O)Nc2ccc(Oc3ccccc3)nc2)cn1 (configuration not stated)	·	15%	8	-0.7	3%	i	i	-1
COc1ccc(CCNC(=O)COC(=O)Cc2cc(OC)c(OC)c(OC)c2)cc1	-1%	-2%	-9	-1.7	7%	i	-11%	0
Cc1ccc(S(=O)(=O)N2C[C@H]3C(=O)C[C@@H](c4cccc5ccccc45)N(S(=O)(=O)c4ccc(C)cc4)[C@H]3C[C@H]2c2ccc(Cl)cc2)cc1	·	-2%	-12	-0.1	9%	i	-17%	-5
CCNC(=O)/C(=C/c1cccc([N+](=O)[O-])c1)NC(=O)c1ccc(C)cc1	7%	-3%[57.1 µM]	-5	-1.3	11%	i	i	0
Cc1cc(C)nc(NS(=O)(=O)c2ccc(NC(=S)NC(=O)C(C)(C)C)cc2)n1	-2%	3%	13	-1.6	-5%	i	i	-1
CCOC1=C2CN(S(=O)(=O)c3ccc(C)cc3)C(c3ccccc3)CC2N(S(=O)(=O)c2ccccc2Cl)C(c2ccccc2)C1 (configuration not stated)	·	7%	16	·	1%	i	-5%	0
Cc1nc(-c2ccccn2)sc1C(=O)Nc1ccc(Cl)c(Cl)c1	-13%	5%	31	-3.1	-5%	i	-23%	5
COc1ccc(-c2noc(C(C)NS(=O)(=O)c3ccc(NC(C)=O)cc3)n2)cc1 (configuration not stated)	1%	2%	-3	-0.5	-1%	i	i	11
CCc1nc(N[C@@H](CC(C)C)C(=O)O)c2oc3ccccc3c2n1	-1%	-2%	2	-3.6	-1%	i	9%[57.5 µM]	-9
O=C(Nc1cccc2ccccc12)c1[nH]c(-c2ccccc2)c2c1C(=O)N(C1CC1)C2=O	·	-6%	81	-3.0	-2%	i	-21%	13
Cc1c(S(=O)(=O)N2CCC(C)CC2)c(=O)n(C)c(=O)n1C	1%	2%	10	-2.5	6%	i	i	7
Cc1ccccc1OCCC(=O)N1CCN(S(=O)(=O)c2ccc(F)cc2)CC1	-7%	-1%	0	-2.2	-7%	i	-35%[inhibitor]	-15
COC(=O)c1ccc(CSc2nnnn2C)o1	0%	6%	-5	-1.7	4%	i	i	5
CCN(CC)S(=O)(=O)c1cccc(C(=O)NC2=NCCS2)c1	-10%	3%	1	-0.3	1%	i	i	-5
CC1(C(=O)NCCc2ccccc2)Cc2c(-c3ccc(C(N)=O)cc3)ccnc2O1 (configuration not stated)	·	9%	7	-0.5	7%	i	-16%	-1
Cc1c(C=O)c2ccccc2n1CC(=O)N1CCc2ccccc2C1	0%	5%	0	-3.0	-4%	i	-9%[57.5 µM]	2
COc1ccc2c(c1)C(=O)N(c1ccc(C)cc1C)C(=O)C2(C)C	1%	-12%	11	-1.0	16%	i	-12%	5
O=C(Nc1ccon1)c1csc2ccccc12	-1%	7%	-16	-4.0	-1%	i	-4%[57.5 µM]	-27
CC(=O)NC1C(OC(=O)/C=C/c2ccccc2)OC(COC(C)=O)C(OC(C)=O)C1OC(C)=O (configuration not stated)	-1%	1%	-11	0.5	-3%	i	i	1
CC(C)C[C@H](NC(=O)c1[nH]cnc1C(=O)N[C@@H](C)C(=O)OC(C)(C)C)C(=O)OC(C)(C)C	1%	-15%	-6	-2.2	-12%	i	-18%	-14
O=C(NC(Cc1ccccc1)C(=O)O)/C(=C\c1ccco1)NC(=O)c1ccco1 (configuration not stated)	-3%	5%	4	-0.2	8%	i	i	11
C/C=C/Cn1c(SCc2ccc(C)cc2)nc2c1c(=O)[nH]c(=O)n2C	1%	1%	0	1.2	-3%	i	i	1
CC(C)c1ccc(NC(=O)COC(=O)CCC(=O)c2cccs2)cc1	1%	9%	-3	-1.5	3%	i	i	-3
Cc1ccc(C)c(OCC(=O)N/N=C/c2c(C)nn(-c3ccccc3)c2Cl)c1C	-2%	3%	-9	1.6	-25%	i	i	6
CCCCCCCCCCCCOC(=O)C[N+](C)(C)C	1%	1%	-17	0.9	25%	i	-7%	1
CC1CCN(CCCNC(=O)c2n[nH]c(=O)c3ccccc23)CC1	0%	-1%	-62*	-2.9	1%	i	i	1
COc1ccc2c(=O)cc(C(F)(F)C(F)(F)F)oc2c1	-1%	-4%	-3	1.0	-7%	i	-1%	0
COc1ccc(-c2nnc3sc(C4CCCCC4)nn23)cc1OC	1%	1%	7	-1.5	-8%	i	-8%[57.5 µM]	-2
O=c1[nH]c2cc3c(cc2cc1CN(Cc1cccnc1)C(=S)NCc1ccco1)OCCO3	-2%	-2%	16	-0.2	4%	i	-27%	4
CCOC(=O)c1cc(-c2cc3ccccc3o2)n[nH]1	1%	-8%	19	-3.2	13%	i	-17%	1
COc1cccc(C2CC(c3cccc(Br)c3)n3ncnc3N2)c1 (configuration not stated)	-1%	-5%	-11	-0.8	11%	i	-62%[inhibitor]	2
COc1ccc(NC(=O)CSc2nc(C)cc(C(F)(F)F)n2)cc1	-4%	7%	9	-6.1	12%	i	i	0
C/C(CC(=O)Nc1ccccn1)=N\NC(=O)c1cnccn1	0%	8%	0	-0.3	13%	i	-17%	0
COc1cc(C(=O)Nc2ccc(S(=O)(=O)Nc3onc(C)c3C)cc2)cc(OC)c1OC	0%	0%	-13	1.1	1%	i	i	-1
CC(C)n1cc(C(=O)N2CCCC(N3CCN(c4ccc(F)cc4)CC3)C2)cn1 (configuration not stated)	0%	0%	13	-1.8	2%	i	i	3
O=S1(=O)N=C(Nc2nncs2)c2ccccc21	-2%	2%	-10	1.4	4%	i	i	10
COc1cc2ccccc2cc1C(=O)Nc1ccc(Br)cn1	0%	8%	18	-3.5	17%	i	i	6
C=CCOC(=O)C1=C(C)OC(N)=C(C#N)C1c1ccccc1F (configuration not stated)	-3%	?	-22	-3.1	-8%	i	-21%	0
CC(C)CC(=O)NC(=S)Nc1cccc(NC(=O)c2ccccc2Cl)c1	-1%	-19%	7	0.5	11%	i	i	-7
CC(=O)c1c(C)[nH]c(C(=O)Nc2cccc(C#N)c2)c1C	1%	7%	-24	-3.1	7%	i	10%	4

Continuation:
smiles	Mm-Cpn inhibitor	EPAC2 antag	D3 antag	CCT chaperon mod	EPAC2 agonist	Akt phos inh	PTHR1 agonist	DRD3 agonist
NC(=O)c1cc(S(=O)(=O)NCc2cccs2)cs1	-1%	6%	8	-2.8	-5%	i	i	-3
Cc1cccc(Oc2coc3cc(OC(=O)c4cc5ccccc5oc4=O)ccc3c2=O)c1	-5%	0%	5	-3.1	-4%	i	i	0
CC(C)(C)C1CCC(OC(=O)C[N+]2(C)CCCC2)CC1 (configuration not stated)	2%	4%	8	-0.8	8%	i	-30%[inhibitor]	4
C/C(CCC1CC(C)OC1=O)=N/Nc1nc(-c2ccccc2)cs1 (configuration not stated)	-3%	-7%	7	-2.9	9%	i	-42%[inhibitor]	-4
O=C(Nc1ccc(N2CCCC2)c(Cl)c1)c1cccnc1	0%	8%	-9	-0.1	3%	i	-3%[57.5 µM]	0
Cn1c(N)c(C(=O)COC(=O)c2cc(S(=O)(=O)N3CCCCC3)ccc2Cl)c(=O)n(C)c1=O	2%	5%	-16	-2.8	2%	i	-26%	1
Cn1c(SCC(=O)NC(C)(C)C)nnc1-c1cnccn1	0%	-1%	3	-1.0	6%	i	i	-1
CCOC(=O)c1sc(-c2ccccc2)cc1NC(=O)Nc1ccccc1	-11%	10%	19	3.5	5%	i	i	13
COc1ccccc1N=Nc1c(C)n[nH]c1C	0%	-9%	16	-1.6	-1%	i	-22%	2
O=C(Cc1csc(NC(=O)Nc2ccc(Cl)cc2)n1)NCc1ccccn1	-1%	-11%	9	-0.9	9%	i	-34%	-9
O=C(CNC(=O)C12CC3CC(CC(C3)C1)C2)NC1=NCCS1	?	6%	6	0.9	6%	i	-17%[57.5 µM]	5
CN(C)c1ccc(C(=N)Cc2ccc3ccccc3n2)cc1	·	5%	5	2.3	-3%	i	i	-5
CC(=O)Nc1ccc(-c2ccnc3c2CC(C)(C(=O)Nc2ccccc2)O3)cc1 (configuration not stated)	·	-16%	-23	-0.7	12%	i	-42%[inhibitor]	2
COc1ccccc1-n1cnc2c(c1=O)c1nc3ccccc3nc1n2-c1ccc(C)c(C)c1	0%	-12%	-13	-0.3	-9%	i	i	1

Screening results: PubChem, National Center for Advancing Translational Sciences (NCATS)

Some of the compounds tested; the hit share may differ from the screen's.
